TbMetRS inhib: T. brucei MetRS inhibitors, primary screen, biochemical, luminescence | 360,000 compounds, 0.4% hits | methionyl-tRNA synthetase (Trypanosoma brucei brucei) | AID 624268, 2012 | purified T. brucei MetRS, ATP depletion, Kinase-Glo luminescence | inhibition, % at 11.9 µM;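 active = inhibition above a per-plate cutoff of the control wells' mean inhibition plus 3 SD, cut at about 5.5% in these data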;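 also: 0% = DMSO wells median and 100% = median of wells with control inhibitor compound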
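Material: parasite MetRS enzyme / Replication: singlicate, one well per compound / Signal: luminescence of leftover ATP / Schedule: 2 h aminoacylation at 25 °C after 15 min preincubation / Medium: HEPES-MgCl2-KCl buffer plus DTT, spermine, BSA, pyrophosphatase / Doses: 11.9 µM single point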
Rin1 Abl inh: inhibitors of Rin1-Abl protein binding, primary screen, biochemical, TR-FRET; Tyrosine-protein kinase ABL1 (Homo sapiens) + Ras and Rab interactor 1 (Homo sapiens), …; inhibition, % at 7.35 µM; 360,000 compounds, 0.4% hits; AID 588664, 2011; in the data active = inhibition above about 5%, passing the limit was not always enough
Target sequence (P00519 whole entry, looked up): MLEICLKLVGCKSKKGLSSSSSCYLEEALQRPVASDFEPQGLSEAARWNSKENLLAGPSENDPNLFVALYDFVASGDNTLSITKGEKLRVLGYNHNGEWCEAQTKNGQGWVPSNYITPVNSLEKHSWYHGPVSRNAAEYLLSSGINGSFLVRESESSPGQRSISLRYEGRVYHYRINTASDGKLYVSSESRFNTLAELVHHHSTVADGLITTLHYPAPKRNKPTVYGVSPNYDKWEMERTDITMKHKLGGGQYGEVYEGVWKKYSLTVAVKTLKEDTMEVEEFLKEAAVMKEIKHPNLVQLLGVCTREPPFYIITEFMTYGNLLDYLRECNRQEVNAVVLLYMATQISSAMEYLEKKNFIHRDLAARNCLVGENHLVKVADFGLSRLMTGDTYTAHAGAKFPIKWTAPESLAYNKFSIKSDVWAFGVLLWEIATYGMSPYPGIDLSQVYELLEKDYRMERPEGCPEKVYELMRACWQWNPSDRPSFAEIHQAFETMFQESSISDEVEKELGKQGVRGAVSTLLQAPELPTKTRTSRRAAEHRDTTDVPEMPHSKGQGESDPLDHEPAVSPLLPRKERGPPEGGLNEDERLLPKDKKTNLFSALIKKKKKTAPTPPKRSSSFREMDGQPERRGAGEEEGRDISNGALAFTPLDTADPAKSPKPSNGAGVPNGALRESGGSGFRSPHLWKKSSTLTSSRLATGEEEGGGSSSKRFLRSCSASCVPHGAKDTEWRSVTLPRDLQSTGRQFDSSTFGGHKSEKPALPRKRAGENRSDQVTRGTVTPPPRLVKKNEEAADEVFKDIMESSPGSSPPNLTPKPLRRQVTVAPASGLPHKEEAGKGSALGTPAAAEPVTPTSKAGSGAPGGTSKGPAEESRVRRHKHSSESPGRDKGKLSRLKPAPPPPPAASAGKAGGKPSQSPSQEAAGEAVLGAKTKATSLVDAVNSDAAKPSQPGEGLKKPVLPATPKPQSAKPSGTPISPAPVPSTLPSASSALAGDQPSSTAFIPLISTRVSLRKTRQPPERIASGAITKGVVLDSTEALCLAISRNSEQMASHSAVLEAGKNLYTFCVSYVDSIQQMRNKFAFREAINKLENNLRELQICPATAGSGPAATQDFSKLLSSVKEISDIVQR
Target sequence (Q13671 whole entry, looked up): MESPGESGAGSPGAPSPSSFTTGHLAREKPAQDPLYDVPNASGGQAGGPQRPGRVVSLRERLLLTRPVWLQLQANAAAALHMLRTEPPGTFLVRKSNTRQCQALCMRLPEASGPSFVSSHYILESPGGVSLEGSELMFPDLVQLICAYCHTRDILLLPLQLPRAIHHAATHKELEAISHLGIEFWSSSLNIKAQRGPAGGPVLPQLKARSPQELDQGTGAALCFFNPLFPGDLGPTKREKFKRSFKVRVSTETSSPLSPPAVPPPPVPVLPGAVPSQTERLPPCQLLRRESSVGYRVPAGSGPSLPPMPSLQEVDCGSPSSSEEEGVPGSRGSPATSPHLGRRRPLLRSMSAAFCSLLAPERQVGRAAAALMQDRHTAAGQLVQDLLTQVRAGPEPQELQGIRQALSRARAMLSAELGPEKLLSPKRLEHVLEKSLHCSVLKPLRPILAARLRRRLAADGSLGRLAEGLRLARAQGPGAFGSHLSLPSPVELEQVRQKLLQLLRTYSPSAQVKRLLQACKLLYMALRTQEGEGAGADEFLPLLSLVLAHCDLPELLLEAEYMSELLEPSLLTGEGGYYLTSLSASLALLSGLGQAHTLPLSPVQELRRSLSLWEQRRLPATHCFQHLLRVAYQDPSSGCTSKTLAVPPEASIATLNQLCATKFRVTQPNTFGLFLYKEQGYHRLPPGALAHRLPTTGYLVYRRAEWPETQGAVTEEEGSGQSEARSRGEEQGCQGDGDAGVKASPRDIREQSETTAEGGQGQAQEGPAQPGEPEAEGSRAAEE
MsrA act: bovine MsrA enzyme activators, primary screen, biochemical, absorbance, HTS; Methionine sulfoxide reductase A (Bos taurus); purified bovine MsrA, absorbance read-out; activation, % at 10.6 µM; 360,000 compounds, 0.3% hits; AID 602163, 2012; in the data active = activation above about 7.5%;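 also: 0% = vehicle and 100% = reference activator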
eLon inh: inhibitors of E. coli Lon protease, primary screen, biochemical, fluorescence polarization; P0A9M0; 360,000 compounds, 0.42% hits; AID 602123, 2011; purified E. coli Lon protease; inhibition, % at 7.94 µM; in the data active = inhibition above about 13%, passing the limit was not always enough;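 also: 0% = enzyme with probe and DMSO and 100% = no enzyme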
FAS TE block: FAS thioesterase domain inhibitors, primary screen, biochemical, fluorescence intensity, uHTS; Fatty acid synthase (Homo sapiens), P49327; recombinant FAS-TE, OMFH fluorogenic substrate, fluorescence endpoint; inhibition, % at 15 µM; 360,000 compounds, 0.67% hits;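 active = compounds whose normalised, plate-corrected inhibition of enzyme fluorescence in the single-dose primary screen is 50% or more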;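 also: 0% = DMSO with enzyme and 100% = substrate without enzyme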
MsrA inhibitor: bovine MsrA enzyme inhibitors, primary screen, biochemical, absorbance, HTS. Methionine sulfoxide reductase A (Bos taurus). purified bovine MsrA, absorbance read-out. inhibition, % at 15.5 µM. 360,000 compounds, 0.75% hits; in the data active = inhibition above about 4.5%;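 also: 0% = vehicle wells with enzyme and 100% = reference inhibitor wells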
CSN inh: inhibitors of CSN-mediated cullin deneddylation, primary screen, biochemical, fluorescence polarization, uHTS; COP9 signalosome complex subunit 5 (Homo sapiens), Q92905; Purified CSN, SCF-Nedd8-OG deneddylation; inhibition, % at 12.5 µM; 360,000 compounds, 0.38% hits;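 active = pattern-corrected inhibition above about 35%, with an unprinted fluorescence ratio check between 0.5 and 1.5, limit read from the data, passing the limit was not always enough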;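 also: 0% = enzyme with substrate and 100% = substrate without enzyme; some results filed as inactive read as strong as hits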
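Schedule: reaction 90 min, room temperature / Assay system: HEK293T-derived human Csn5 enzyme / Input: Csn5 at 0.24 nM final / Measure: inhibition of Csn5 cleavage, % / Control set: substrate-only high control, full reaction low control / Technique: fluorescence polarization of the substrate / Buffer or medium: Tris/NaCl/DTT buffer, pH 7.5 / Reagent: SCFSkp2-Nedd8OG substrate at 10 nM final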
Neddyl block: inhibitors of cullin neddylation, primary screen, biochemical, TR-FRET, uHTS, NAE and Ubc12; NEDD8-conjugating enzyme Ubc12 (Homo sapiens) + NEDD8-activating enzyme E1 regulatory …; calls only at 25 µM; 360,000 compounds, 0.58% hits; AID 651699, 2012; in the data active = inhibition above about 36%
MLLE-PAM2 inh: inhibitors of PABP1 MLLE–PAM2 peptide binding, primary screen, biochemical, fluorescence polarization, FITC-PAM2, GST-MLLE; AID 588489, 2011; inhibition, % at 20 µM; 360,000 compounds, 0.36% hits; Polyadenylate-binding protein 1 (Homo sapiens), P11940; in the data active = inhibition above about 35%, passing the limit was not always enough;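 also: plate controls were DMSO wells with GST-MLLE for no effect and wells lacking GST-MLLE protein for full effect; some results filed as inactive read as strong as hits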
Numbers without * were called inactive; i = inactive; · = no result given.

The first four compounds as a preview:
SMILES	TbMetRS inhib	Rin1 Abl inh	MsrA act	eLon inh	FAS TE block	MsrA inhibitor	CSN inh	Neddyl block	MLLE-PAM2 inh
CC1(O)N(CCC(=O)Nc2cccc(F)c2)C(=O)OC12CCCCC2 (stereo not drawn)	-0.1	0	-10	6	6	-0.8	-1	i	7
O=C(c1cc(C2CC2)nn1-c1ccccc1)N1CCN(S(=O)(=O)c2cccc(F)c2)CC1	-0.1	2	-9	-2	35	0.4	-3	i	-15
Cc1cc(=O)oc(C)c1C(=O)NCc1cccnc1	0.0	3	-9	3	-6	2.1	3	i	0
COC(=O)Cn1c(=NC(=O)CSC(C)=O)sc2ccccc21	-0.1	1	1	-2	-2	0.9	4	i	26

This part in full (from the top)
SMILES	TbMetRS inhib	Rin1 Abl inh	MsrA act	eLon inh	FAS TE block	MsrA inhibitor	CSN inh	Neddyl block	MLLE-PAM2 inh
CC1(O)N(CCC(=O)Nc2cccc(F)c2)C(=O)OC12CCCCC2 (stereo not drawn)	-0.1	0	-10	6	6	-0.8	-1	i	7
O=C(c1cc(C2CC2)nn1-c1ccccc1)N1CCN(S(=O)(=O)c2cccc(F)c2)CC1	-0.1	2	-9	-2	35	0.4	-3	i	-15
Cc1cc(=O)oc(C)c1C(=O)NCc1cccnc1	0.0	3	-9	3	-6	2.1	3	i	0
COC(=O)Cn1c(=NC(=O)CSC(C)=O)sc2ccccc21	-0.1	1	1	-2	-2	0.9	4	i	26
C=CCSc1nnc(-c2cc3c(s2)-c2ccccc2CC3)o1	0.3	-1	-12	-2	21	0.1	-3	·	-107
CCCCOC(=O)c1cccc(NC(=O)CC)c1	0.0	-1	0	-1	-7	0.8	5	i	-5
COc1ccc(OC)c(CNC(=O)CCSCc2ccc(F)cc2Cl)c1	0.4	3	0	-5	11	1.1	-1	i	4
COc1ccc(CCNS(=O)(=O)c2ccc3c(c2)NC(=O)C(C)S3)cc1OC (stereo not drawn)	-0.6	1	-5	6	-1	1.1	2	i	-3
Cn1nc(C(=O)OCC(=O)NCc2ccc(Cl)cc2Cl)c2ccccc2c1=O	-0.4	-10	-7	-5	5	-0.3	-1	i	1
CN(c1ccccc1)S(=O)(=O)c1cccc(C(=O)N2CCN(c3ccccn3)CC2)c1	0.2	-2	3	7	-1	-0.2	1	i	7
Cc1ccc(Cl)cc1-c1cc(C(=O)NCc2cc(C(F)(F)F)cc(C(F)(F)F)c2)[nH]n1	-0.1	-1	1	-13	17	0.8	1	i	-2
O=C1c2ccsc2SCCN1Cc1ccc(Cl)cc1Cl	-0.1	0	-7	-1	8	-0.1	5	i	8
Cc1ccccc1NC(=O)CN1C(=O)NC2(CCCCC2)C1=O	-0.6	0	-5	3	-8	-0.3	-1	i	0
O=C(CSc1ccccc1Cl)N1CCOCC1	-0.7	1	0	-10	-3	-0.2	3	i	11
C/C(=N\Nc1nc(C)cc(-c2ccccc2)n1)c1ccc(O)cc1	-0.3	-2	0	5	-1	0.4	0	i	-11
COCCCNC(=O)C1CCN(c2ncccn2)CC1	0.4	-7	-3	-6	-3	1.1	4	i	6
O=c1[nH]c2cc3c(cc2cc1CN(Cc1cccnc1)C(=S)NCc1ccco1)OCO3	0.4	3	-4	-7	-7	2.6	0	i	-22
CCC(=O)OCC(=O)Nc1cc([N+](=O)[O-])ccc1OC	-0.8	-3	-5	1	10	1.3	0	i	-10
CCCCC(C)Sc1nc2c([nH]1)c(=S)n(C)c(=O)n2C (stereo not drawn)	-0.1	-2	-3	-5	9	2.2	-2	i	-130
Cc1cc([N+](=O)[O-])ccc1NC(=O)/C=C/c1cccs1	0.0	-2	-5	-4	13	2.3	-3	i	9
COC(=O)c1ccc(NC(=O)Cn2nc(C)c3ccccc3c2=O)cc1	0.2	-2	0	0	-4	1.6	-4	i	0
Cc1cc(C(=O)NC2CCCc3c2cnn3-c2ccc(C(C)(C)C)cc2)nn1C (stereo not drawn)	-0.6	4	-6	1	5	-1.9	-2	i	-2
N#CC1=C(N)Oc2n[nH]c(-c3cccs3)c2C1C1CCCCC1 (stereo not drawn)	-1.9	1	-4	-4	38	-0.2	2	i	7
COc1cccc(C(=O)NC2CCN(CC(=O)Nc3ccccc3Cl)CC2)c1	-0.3	1	-2	-6	-3	-0.3	2	i	6
COc1ccc(CC(=O)NC(C)CCc2ccccc2)cc1OC (stereo not drawn)	-0.6	0	-3	-6	-5	1.2	-3	i	-5
CC(=O)NC(CC(=O)N1CCCC1)c1ccccc1 (stereo not drawn)	0.1	1	0	-9	-6	0.6	-1	i	-8
Cc1cccc(/C=N/n2c(C)cc(C)c(C#N)c2=O)c1	-0.5	-1	2	-4	3	0.5	-7	i	11
CSc1cccc(N2CC(C(=O)N3CCN(S(=O)(=O)c4ccccc4Cl)CC3)CC2=O)c1 (stereo not drawn)	-0.6	3	-5	-4	12	0.2	-6	i	27
Cc1[nH]c(=S)[nH]c(=O)c1Cc1c(O)ccc2ccccc12	-0.4	1	-8	-4	0	-0.7	-5	i	2
COc1ccc(S(=O)(=O)N2CCN(C(=O)C3CC3)CC2)cc1Br	-0.5	1	-1	5	-2	-0.3	-4	i	-4
COc1ccc(S(=O)(=O)NC2CC3CCC2C3)cc1 (stereo not drawn)	-0.7	1	-5	1	-2	-0.1	6	i	5
CCCCCNC(=O)c1[nH]c(C(F)(F)F)nc1-c1ccccc1	0.3	2	-2	-11	-14	-0.3	9	i	10
O=C1Cc2ccccc2C(=O)N1OCc1ccc(Cl)cc1	-0.6	2	-9	-5	-4	1.2	-5	i	24
Cn1c(N=Nc2ccc(N3CCOCC3)cc2)[n+](C)c2ccccc21	0.0	-51	-1	-9	9	0.3	-9	i	-19
COc1ccc(CCNC(=O)CSC2=NS(=O)(=O)c3ccccc3N2)cc1OC	0.0	4	-3	-11	-1	0.3	1	i	5
COc1ccc(Cn2c(C)ccc2C)cc1	-0.6	-2	0	-9	1	2.5	6	i	-24
CC(=O)CSc1nnc(-c2ccc(S(=O)(=O)N3CCCC3)cc2)n1C	0.2	3	-1	-5	-3	0.7	2	i	-15
O=C(OC1CCOC1=O)C1CCN(S(=O)(=O)c2ccccc2)CC1 (stereo not drawn)	0.3	-2	-2	-13	-9	0.4	-4	i	-1
CC(C)Cc1nnc(NC(=O)c2cc3c(s2)CCC3)s1	-0.1	-1	-3	-3	-5	0.7	-2	i	-24
O[C@H]1C[C@H](c2ccccc2)N(CC2CCCCC2)C[C@@H]1n1cc(C2CC2)nn1	0.6	0	0	10	65*	-0.5	-5	i	-1
CCOC(=O)/C(C#N)=C/N=c1ccc(C)cn1C	0.4	3	-5	4	-2	3.8	0	i	-12
CS(=O)(=O)N1N=C(c2ccco2)CC1c1ccccc1 (stereo not drawn)	0.1	-1	-3	-12	-9	-0.6	-4	i	3
Cc1ccc(S(=O)(=O)N2CCC(C(=O)NCCCOC(C)C)CC2)cc1	-0.6	0	7.7*	-12	-4	-0.8	-6	i	-16
CCN1CCN(CC(=O)Nc2cc(S(=O)(=O)N3CCCCC3)ccc2Cl)CC1	-0.4	5	-3	-5	-9	0.2	1	i	8
COC(=O)CN1C(=O)COc2ccc(S(=O)(=O)NCc3ccc(Cl)cc3)cc21	-0.3	3	-6	10	-2	-0.9	2	i	-6
CC1(C)CC2CC(C)(CN2S(=O)(=O)c2ccccc2[N+](=O)[O-])C1 (stereo not drawn)	0.1	0	-2	-1	24	-0.4	-4	i	13
CC(=O)c1nnn(-c2ccc([N+](=O)[O-])cc2)c1C	-0.1	0	-3	0	-6	0.9	2	i	8
Cc1cccc(NC(=O)CSc2nnc(CCCCCNC(=O)OC(C)(C)C)o2)c1C	-0.3	3	0	-4	0	1.0	1	i	11
O=C(CSc1ccc(-c2ccco2)nn1)N1CCCC1	-0.9	0	-4	-3	-4	0.0	6	i	27
O=C(Oc1ccc2[nH]cc(CCN3C(=O)c4ccccc4C3=O)c2c1)c1ccco1	-0.7	5	-1	-1	29	0.8	4	i	6
O=C(Nc1nc(-c2nc3ccccc3s2)cs1)c1ccc(S(=O)(=O)N2CCOCC2)cc1	-1.1	-2	-8	7	17	5.0*	5	i	-8
CC(=O)N1c2ccc(S(=O)(=O)N3CCCC(C(=O)NCc4ccccc4Cl)C3)cc2CC1C (stereo not drawn)	0.4	-1	-3	-8	8	0.0	-3	i	-3
COc1ccc2nc(C)cc(SCC(=O)N/N=C/c3ccc(O)cc3O)c2c1	0.1	-9	-3	-6	-5	3.4	3	i	25
COC(=O)c1ccccc1NC=C1C(=O)OC2(CCCCC2)OC1=O	0.4	-3	-6	1	3	3.8	1	i	7
Cn1c(SCC(=O)c2cc3ccccc3o2)nnc1-c1ccccc1	-0.1	-4	0	-10	0	0.6	3	i	-56
CCn1c(COc2cccc(OC)c2)nnc1SCC(=O)N1CCOCC1	-0.3	0	-2	-1	-6	2.1	3	i	-4
O=C(CSc1nnc(CNC(=O)c2ccccc2F)o1)c1ccc(Cl)cc1	-0.4	2	-2	0	1	-0.8	1	i	-27
CSCCC1NC(=O)N(CC(=O)Nc2ccc(N3CCCCC3)cc2)C1=O (stereo not drawn)	0.5	0	0	2	-6	1.2	8	i	-8
Cc1ccc(-c2noc(=O)n2CC(=O)Nc2ccc(S(=O)(=O)NC3CC3)cc2)cc1	-0.7	0	-4	-6	0	1.2	3	i	-3
CC(O)(CS(=O)(=O)Cc1ccccc1)c1ccccc1Cl (stereo not drawn)	-0.3	-1	-1	-2	-6	0.4	-1	i	8
(next part)
SMILES	TbMetRS inhib	Rin1 Abl inh	MsrA act	eLon inh	FAS TE block	MsrA inhibitor	CSN inh	Neddyl block	MLLE-PAM2 inh
O=C(CCC1CCCC1)NNC(=O)c1ccccc1O	-0.1	-5	-5	-2	13	-0.1	2	i	31
CN(Cc1ccccc1)C(=O)CCNC(=O)Cn1cnc2ccccc2c1=O	0.3	0	-1	-10	-5	1.6	2	i	-1
Cc1cc(C)c2c(n1)SCC(=O)N2CC(=O)NCCC1=CCCCC1	-0.1	0	-2	-4	-2	0.7	-5	i	-12
O=C(/C=C/c1ccc([N+](=O)[O-])cc1)OCc1cnc(-c2ccccc2)o1	-0.1	0	-5	0	11	2.0	6	i	-10
Cc1cccc(N2CCN(S(=O)(=O)c3ccc4c(c3)NC(=O)CS4)CC2)c1C	-0.2	1	5	2	16	0.2	2	i	-4
COc1ccc(NC(=S)NC(=O)C2CCC2)cc1	-0.5	-3	-2	-2	-3	-0.4	3	i	27
C/C(=N\OCC(=O)OC(C)C(=O)Nc1ccc(C(N)=O)cc1)c1ccc2c(c1)OCO2 (stereo not drawn)	-0.3	2	-5	4	-7	0.5	0	i	-7
Cc1nn(CC(=O)N(C)C)c(=O)c2ccccc12	-0.5	0	0	-2	-10	0.4	4	i	15
